Bioassay records (PubChem)
miR122 inh: blocks miR-122 activity in Huh7 sensor cells; 340,000 compounds, 0.3% hits; Huh7 miR-122 Renilla luciferase sensor, 48 h; neutral wells = 0, positive control = 100; activation (reporter increase), % at 12.5 µM;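 active = mean replicate activation score at least 90 and every replicate individually at or above 90; inconclusive = only one of the two criteria met; inactive = neither criterion met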;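 note: higher luciferase means less miR-122 activity so hits act as miR-122 inhibitors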
EWS-Fli block: EWS/Fli transcriptional activity inhibition; A673 NR0B1-luciferase reporter, viability-normalised; AID 651661; inhibition, % at 12.6 µM; 350,000 compounds, 0.67% hits;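 active = mean inhibition of at least 50% after viability correction, with every replicate also passing that limit; inconclusive = mean reaches 50% but only one of two replicates passes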;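 note: firefly luciferase signal divided by Alamar Blue viability fluorescence both relative to DMSO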
CFTR F508del cor: correctors of CFTR F508del function in bronchial epithelial cells; CFBE cells, YFP halide quenching; stimulated with forskolin plus potentiator P3; % fluorescence drop versus neutral controls; activity (quench increase), % at 7.58 µM; 350,000 compounds, 0.36% hits; AID 720511;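 active = mean added fluorescence quench of at least 8% versus neutral control, with both replicates also reaching 8%; inconclusive = only one of the mean or replicate conditions met; inactive = mean below 8% and not both replicates reaching 8%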;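 note: cells transiently co-express mutant CFTR-F508del with the halide-sensitive YFP; corrector assay measuring rescue of mutant channel to the surface after 24 h compound exposure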
GSIS activator: primary screen for activators of insulin secretion dependent on glucose, INS-1E cells, GLuc reporter luminescence | INS-1E GLuc reporter insulin secretion, 2-3 h | activation, % at 16.6 µM | 370,000 compounds, 0.61% hits | AID 743287;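 active = lowest replicate activation of at least 40%, so every replicate reaches that level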;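 note: 0% = median of neutral control wells and 100% = median of IBMX positive control wells; some compounds called inactive have numbers as strong as hits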
DENV2 CPE rescue: inhibitors of DENV2 cytopathic effect; DENV2-infected cells, cytopathic effect rescue, plate reader; CPE inhibition, % at 9.99 µM; 350,000 compounds, 1.7% hits; AID 651640; in the data active = CPE inhibition above about 20%, passing the limit was not always enough; inconclusive = no clear call, values can overlap the other calls; tested in BHK-21 cells;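 note: 0% = median of neutral control wells and 100% = median of positive control wells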
FN deposit inh: fibronectin deposition inhibition. AH1F fibroblasts, Alexa488-fibronectin deposition fluorescence, overnight. inhibition, % at 12.6 µM. 350,000 compounds, 0.086% hits. AID 743247;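 active = mean inhibition across replicates of 30% or more, regardless of how many single replicates reach that level; inconclusive = mean under 30% yet at least half of replicates reach 30%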;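 note: positive control wells lacked labelled fibronectin entirely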
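material = AH1F fibroblast monolayer depositing Alexa488-labelled fibronectin into matrix | amount = 10000 AH1F cells/well | buffer or medium = DMEM plus 2% serum, read in PBS | incubation = 1 h cell adhesion before compound, then overnight fibronectin incubation | detection = fluorescence at 485 nm excitation, 525 nm emission | evaluation = percent inhibition as loss of matrix-bound fibronectin fluorescence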
PAX8 reporter: lowers PAX8-driven luciferase in RMG-I cells; RMG-I TPO-luciferase reporter, SteadyGlo, 24 h; AID 652154; 360,000 compounds, 1.2% hits; inhibition, % at 12.6 µM;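 active = mean replicate inhibition at least 60% with every replicate also reaching 60%; inconclusive = only one of the two criteria is met; inactive = mean below 60% and not all replicates reaching 60%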;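 note: luciferase light reporting Pax8 driven TPO promoter activity; plate controls were median of neutral control wells for no effect and mitoxantrone controls for full effect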
Numbers without * were called inactive; [ ] = another dose, or the depositor's remark.

For CN(C)S(=O)(=O)c1cccc(COC(=O)CN2C(=O)NC3(CCCC3)C2=O)c1 the results were EWS-Fli block -1, CFTR F508del cor -0.5, GSIS activator 10, DENV2 CPE rescue 3, FN deposit inh -1 and PAX8 reporter 3.
For O=C(NCC[C@H]1CC[C@@H](NS(=O)(=O)c2ccc(F)cc2)[C@H](CO)O1)c1ccc2c(c1)OCO2 the results were EWS-Fli block -2, CFTR F508del cor 1.4, GSIS activator -5, DENV2 CPE rescue 2, FN deposit inh 0 and PAX8 reporter -20.
Screening COc1ccccc1C(CNC(=O)CCNS(=O)(=O)c1ccc(Br)cc1)N1CCCC1 (stereo not drawn) returned miR122 inh -10, EWS-Fli block 2, CFTR F508del cor 0.4, GSIS activator 2, DENV2 CPE rescue 3, FN deposit inh -3 and PAX8 reporter 7.
O=C(Nc1ccc(C(F)(F)F)cc1)c1ccccc1 was read as EWS-Fli block -113, CFTR F508del cor 3.2, GSIS activator -3, DENV2 CPE rescue -10, FN deposit inh 3 and PAX8 reporter -169.
Screening O=C(C[C@@H]1C[C@H]2c3cc(NC(=O)Nc4ccccc4)ccc3O[C@H]2[C@@H](CO)O1)NCc1ccccc1 returned miR122 inh -4[16.7 µM], EWS-Fli block -4, CFTR F508del cor -0.9, GSIS activator 4, DENV2 CPE rescue -2, FN deposit inh -16 and PAX8 reporter -14.
`CC(C)NC(=O)N(C)C[C@@H]1Oc2c(NS(C)(=O)=O)cccc2C(=O)N([C@H](C)CO)C[C@H]1C` gave miR122 inh -5[16.7 µM], EWS-Fli block -1, CFTR F508del cor -2.3, GSIS activator 21, DENV2 CPE rescue -4, FN deposit inh -1 and PAX8 reporter -1.
C[C@@H]1CN([C@@H](C)CO)S(=O)(=O)c2ccc(-c3ccc(C(=O)N(C)C)cc3)cc2O[C@H]1CN(C)Cc1ccc2c(c1)OCO2 was read as EWS-Fli block 5, CFTR F508del cor -4.6, GSIS activator 1, DENV2 CPE rescue -9 and PAX8 reporter 6.
For CC(C)CC[n+]1ccccc1/C=C/c1ccc(N(C)C)cc1 the results were miR122 inh -29, EWS-Fli block 49, CFTR F508del cor -2.4, GSIS activator -39, DENV2 CPE rescue -1, FN deposit inh -58 and PAX8 reporter 82*.
`C=C[C@@H]1c2ccccc2N(S(=O)(=O)c2ccc(C)cc2)[C@H](c2ccccc2C(F)(F)F)C1(C#N)C#N` gave EWS-Fli block 24, CFTR F508del cor 1.3, DENV2 CPE rescue inconclusive, FN deposit inh 7 and PAX8 reporter 24.
For COc1ccc(C(=O)COc2ccc(C(C)=O)cc2OC)cc1OC the results were EWS-Fli block 0, CFTR F508del cor 2.7, GSIS activator 15, DENV2 CPE rescue -5, FN deposit inh -1 and PAX8 reporter 9.
COc1ccccc1CNC(=O)C[C@@H]1CC[C@H]2[C@@H](COC[C@H](O)CN2C(=O)Nc2ccc(C(F)(F)F)cc2)O1 was read as miR122 inh -20[16.7 µM], EWS-Fli block 70*, CFTR F508del cor 5.5, GSIS activator -34, DENV2 CPE rescue -1, FN deposit inh 4 and PAX8 reporter 18.
Screening O=C(OCCN=C1NS(=O)(=O)c2ccccc21)c1cccs1 returned EWS-Fli block 0, CFTR F508del cor -2.1, GSIS activator 3, FN deposit inh -8 and PAX8 reporter 22.
O=C(Cn1ncc2c1-c1ccccc1OC2)N(Cc1ccco1)C1CCCCC1 was read as miR122 inh -4, EWS-Fli block 1, CFTR F508del cor -4.0, GSIS activator -31, DENV2 CPE rescue 1, FN deposit inh -1 and PAX8 reporter 10.
COc1ccc(S(=O)(=O)Nc2cccc3c2O[C@H](CN(C)S(=O)(=O)c2ccccc2)[C@@H](C)CN([C@@H](C)CO)C3=O)cc1 was read as miR122 inh 5[16.7 µM], EWS-Fli block -2, CFTR F508del cor -0.5, GSIS activator 26, DENV2 CPE rescue 4 and PAX8 reporter -1.
Screening O=C(Nc1cccc(F)c1)N1CC(=O)N2[C@H](C1)[C@H](c1ccc(-c3cccc(F)c3)cc1)[C@@H]2CO returned EWS-Fli block -7, CFTR F508del cor 1.8, GSIS activator -16, DENV2 CPE rescue 6, FN deposit inh 0 and PAX8 reporter 18.
`CCO[C@H]1OC(C(=O)N2CCN(Cc3ccc4c(c3)OCO4)CC2)=C[C@@H](C2CC2)[C@@H]1CCCO` gave EWS-Fli block -5, CFTR F508del cor -1.6, GSIS activator 2, DENV2 CPE rescue -14, FN deposit inh 4 and PAX8 reporter -5.
For COc1cc(/C=N/n2c(C)nc3ccccc3c2=O)cc(OC)c1O the results were miR122 inh -3, EWS-Fli block 5, CFTR F508del cor -0.2, GSIS activator -2, DENV2 CPE rescue -3, FN deposit inh 3 and PAX8 reporter -5.
For Clc1cccc(Cl)c1COc1ccccc1CNn1cnnc1 the results were EWS-Fli block 10, CFTR F508del cor -3.8, GSIS activator 12, DENV2 CPE rescue -4, FN deposit inh -53 and PAX8 reporter 18.
Screening CC(=O)c1ccc(-c2ccc(C(=O)Nc3nc(-c4ccccn4)cs3)o2)cc1 returned EWS-Fli block -18, CFTR F508del cor 0.4, GSIS activator -3, DENV2 CPE rescue -6, FN deposit inh 9 and PAX8 reporter -20.
For Cc1noc(C)c1S(=O)(=O)N(C)C[C@@H]1OCCCC[C@@H](C)Oc2ccc(NC(=O)Nc3ccc(C(F)(F)F)cc3)cc2C(=O)N([C@@H](C)CO)C[C@@H]1C the results were miR122 inh 10[16.7 µM], EWS-Fli block -2, CFTR F508del cor -0.5, GSIS activator -5 and DENV2 CPE rescue -5.
Screening O=C1NC(Cc2ccc(O)cc2)c2nc3cc(F)ccc3c(=O)n2-c2cc3ccccc3cc21 (stereo not drawn) returned miR122 inh -2, EWS-Fli block inconclusive, CFTR F508del cor 2.5, GSIS activator -21, DENV2 CPE rescue -3, FN deposit inh 5 and PAX8 reporter 66*.
CN(C(=O)COC(=O)c1ccc(C#N)cc1)c1ccccc1 was read as miR122 inh -5, EWS-Fli block 1, CFTR F508del cor -0.3, GSIS activator 11, DENV2 CPE rescue 16, FN deposit inh 1 and PAX8 reporter 6.
For COc1cc(/C=N/NC(=O)COc2ccccc2[N+](=O)[O-])ccc1OC(=O)c1ccco1 the results were EWS-Fli block -6, CFTR F508del cor 2.2, GSIS activator -2, DENV2 CPE rescue 27*, FN deposit inh 4 and PAX8 reporter -20.
Screening CCc1ccc(Cn2nnc(C(=O)Nc3ccc(OC)cc3OC)c2N)cc1 returned miR122 inh 7, EWS-Fli block -13, CFTR F508del cor 0.1, GSIS activator 3, DENV2 CPE rescue -1, FN deposit inh -7 and PAX8 reporter -14.
For CO[C@@H]1CN(C)C(=O)c2ccc(NS(=O)(=O)c3ccccc3)cc2OC[C@@H](C)N(Cc2nccs2)C[C@@H]1C the results were miR122 inh 1[16.7 µM], EWS-Fli block 8, CFTR F508del cor -5.0, GSIS activator -2, DENV2 CPE rescue 0 and FN deposit inh -6.
For Cc1ccc(NC(=S)N2CCSC2c2cccs2)cc1 (stereo not drawn) the results were miR122 inh 3, EWS-Fli block -10, CFTR F508del cor -2.9, GSIS activator 0, DENV2 CPE rescue 2, FN deposit inh -5 and PAX8 reporter -10.
`O=C(C[C@@H]1C=C[C@@H](NC(=O)c2cnccn2)[C@H](CO)O1)NCc1ccccc1F` gave EWS-Fli block 1, CFTR F508del cor -1.3, GSIS activator 7, DENV2 CPE rescue -3, FN deposit inh -2 and PAX8 reporter 5.
CCOC(=O)C1=C(C)NC(C)=C(C(=O)OCC)C1C(=O)OCC(=O)N1CCOCC1 was read as miR122 inh 1, EWS-Fli block 2, CFTR F508del cor -2.2, GSIS activator -9, DENV2 CPE rescue -6 and PAX8 reporter -1.
`CC1(C)CC(NC(=O)C2CCN(S(=O)(=O)c3ccccc3C(F)(F)F)CC2)CC(C)(C)N1` gave miR122 inh -2, EWS-Fli block 5, CFTR F508del cor -2.5, GSIS activator 28, DENV2 CPE rescue -4, FN deposit inh 1 and PAX8 reporter 11.
For CC(=O)c1cccc(NC(=O)C2Cc3c(-c4cccc(C(C)=O)c4)ccnc3O2)c1 (stereo not drawn) the results were miR122 inh -3, EWS-Fli block 21, CFTR F508del cor 2.0, GSIS activator -30, DENV2 CPE rescue 3, FN deposit inh -9 and PAX8 reporter 27.
For CCN(CC(=O)NCc1ccc(Cl)cc1)C(=O)CSCC(=O)Nc1ccc(OC)cc1 the results were miR122 inh 1, EWS-Fli block -6, CFTR F508del cor 0.0, GSIS activator -12, DENV2 CPE rescue -16, FN deposit inh 1 and PAX8 reporter 6.
Screening Cc1cccc(NC(=O)CSc2nnc(C)c(C)n2)c1 returned miR122 inh 0, EWS-Fli block 9, CFTR F508del cor 1.5, GSIS activator 2, DENV2 CPE rescue 2, FN deposit inh -5 and PAX8 reporter 25.
COc1ccc(S(=O)(=O)N[C@@H]2CC[C@@H](CC(=O)NCc3ccccc3F)O[C@@H]2CO)cc1 was read as EWS-Fli block 3, CFTR F508del cor -2.3, GSIS activator -5, DENV2 CPE rescue -4 and PAX8 reporter -12.
`Cc1nn(-c2ccccc2)c(C)c1CCC(=O)O` gave miR122 inh 6, FN deposit inh 8 and PAX8 reporter -101.
CC(C)(CN1CCCC1)NS(=O)(=O)c1ccccc1 was read as miR122 inh 1, EWS-Fli block 9, GSIS activator -27, DENV2 CPE rescue -7, FN deposit inh -6 and PAX8 reporter 15.
`CC1(C)CN(c2cccc(-c3ccnc4ncnn34)c2)C1=O` gave miR122 inh 2, EWS-Fli block 11, GSIS activator 6, DENV2 CPE rescue 5, FN deposit inh 4 and PAX8 reporter 7.
Screening COc1ccc(C)cc1Nc1ncnc2c1nnn2Cc1ccccc1Cl returned miR122 inh -9, EWS-Fli block -5, CFTR F508del cor -1.7, GSIS activator 27, DENV2 CPE rescue 3, FN deposit inh 9 and PAX8 reporter 27.
Cc1csc2ncc(C(=O)NCc3ccccc3Cl)c(=O)n12 was read as miR122 inh -5, EWS-Fli block 3, CFTR F508del cor 5.7, GSIS activator 16, DENV2 CPE rescue -5, FN deposit inh -11 and PAX8 reporter 29.
For NC(=O)c1cccc(-c2ccnc3c2CC(C(=O)Nc2ccc(Cl)cc2)O3)c1 (stereo not drawn) the results were miR122 inh 2, EWS-Fli block -4, CFTR F508del cor -1.5, GSIS activator -9, DENV2 CPE rescue 8, FN deposit inh 20 and PAX8 reporter 11.
For CCCc1nn(C)c2c(=O)[nH]c(-c3cc(S(=O)(=O)Nc4ccc(NC(C)=O)cc4)ccc3OCC)nc12 the results were miR122 inh 0, EWS-Fli block 10, CFTR F508del cor 0.9, GSIS activator -4, DENV2 CPE rescue 3, FN deposit inh 5 and PAX8 reporter -1.
Screening CCN(CC)CCCNC(=O)C1CCN(c2ncnc3c2sc2cccc(F)c23)CC1 returned miR122 inh 14, EWS-Fli block 7, CFTR F508del cor 0.0, GSIS activator 18, FN deposit inh -10 and PAX8 reporter 7.
For Cc1ccc(NC(=O)[C@@H]2CCCN2C(=O)c2cccs2)cc1S(=O)(=O)N1CCCCC1 the results were miR122 inh 13, EWS-Fli block 5, CFTR F508del cor 0.9, DENV2 CPE rescue 9, FN deposit inh -1 and PAX8 reporter -2.
Screening Cc1ccccc1-c1cnc(C(O)c2ccc(Cl)c(F)c2)[nH]1 (stereo not drawn) returned miR122 inh 60, EWS-Fli block -12, CFTR F508del cor 1.6, GSIS activator -9, DENV2 CPE rescue -5, FN deposit inh -2 and PAX8 reporter -3.
Cc1cc(C)nc(S/C=C/C(=O)c2ccccc2F)n1 was read as EWS-Fli block 17, CFTR F508del cor -12, DENV2 CPE rescue 0, FN deposit inh 0 and PAX8 reporter 8.
